Screening data (PubChem BioAssay)
ABCB1 block = blocks JC-1 efflux by human ABCB1 transporter; CCRF-Adr cells, flow cytometry; inhibition, % at 6.6 µM; 0.067% of 190,000 active; in the data active = inhibition above about 40%;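 note: 0% = vehicle and 100% = reference inhibitor; higher value means more JC-1 retained so stronger ABCB1 efflux block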
RGS8-Gao reg = regulators of human RGS8-Galphao interaction; response (percent of control binding), % at 10 µM; multiplexed bead flow cytometry, RGS8-Galphao binding; actives lie on both sides; P09471; 0.34% of 220,000 active; in the data active = response below about 60% or above about 140%; inactive = in between;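 note: Galphao activated as the GDP aluminium fluoride complex binding bead-coupled RGS8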
Bim-Bcl-XL = human Bim-Bcl-XL interaction inhibition | Q07817 | Bim peptide-Bcl-XL binding, bead flow cytometry, fluorescence | inhibition, % at 10 µM | 0.04% of 190,000 active | AID 1007
Bfl-1 Bim block = disrupts Bim binding to human Bfl-1; Q16548; Bead-based flow cytometry, Bim-Bfl-1 binding inhibition; inhibition, % at 10 µM; 0.12% of 190,000 active; AID 1008;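 note: 0% = wells without compound plus tracer and 100% = blocker peptide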
Bcl-W Bim block = inhibitors of Bim-Bcl-W interaction, human; bead-based flow cytometry, Bim peptide-Bcl-W binding; Q92843; inhibition, % at 10 µM; 0.02% of 190,000 active;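 note: 0% = bound tracer without compound and 100% = peptide blocker; higher means less fluorescent Bim peptide bound to Bcl-W beads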
Target sequence (Q92843 whole entry, looked up): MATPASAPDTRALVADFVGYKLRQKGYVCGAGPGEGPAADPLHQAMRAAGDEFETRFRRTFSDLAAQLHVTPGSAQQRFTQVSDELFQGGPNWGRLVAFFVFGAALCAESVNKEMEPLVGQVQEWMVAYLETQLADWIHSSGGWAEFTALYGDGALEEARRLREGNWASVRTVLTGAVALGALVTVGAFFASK
RGS7-Gao reg = regulators of human RGS7-Galphao interaction. P09471. Multiplexed bead flow cytometry, RGS7-Galphao binding; actives lie on both sides. binding response (% of control), % at 10 µM. 0.35% of 220,000 active. AID 1439; in the data active = binding response below about 49% or above about 150%; inconclusive = no clear call, values can overlap the other calls; inactive = in between;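 note: fluorescent Galphao held in activated GDP-AlF4 state binding bead-coupled RGS7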
Bim-Bcl-B = human Bim-Bcl-B interaction inhibition | Q9HD36 | bead-based flow cytometry, Bim peptide-Bcl-B binding | inhibition, % at 10 µM | 0.073% of 190,000 active;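 note: 0% = tracer peptide without compound and 100% = reference inhibitor peptide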
Target sequence (Q9HD36 whole entry, looked up): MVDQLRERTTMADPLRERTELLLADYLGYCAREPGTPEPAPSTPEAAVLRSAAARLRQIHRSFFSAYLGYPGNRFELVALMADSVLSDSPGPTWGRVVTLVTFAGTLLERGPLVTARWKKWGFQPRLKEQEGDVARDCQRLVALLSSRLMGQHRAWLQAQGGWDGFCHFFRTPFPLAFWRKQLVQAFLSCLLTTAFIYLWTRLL
Mcl-1 Bim block = disrupts Bim peptide binding to human Mcl-1 | Q07820 | Bead-based flow cytometry, Bim peptide-Mcl-1 binding | inhibition, % at 10 µM | 0.1% of 190,000 active;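 note: 0% = no compound tracer wells and 100% = peptide blocker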
Target sequence (Q07820 whole entry, looked up): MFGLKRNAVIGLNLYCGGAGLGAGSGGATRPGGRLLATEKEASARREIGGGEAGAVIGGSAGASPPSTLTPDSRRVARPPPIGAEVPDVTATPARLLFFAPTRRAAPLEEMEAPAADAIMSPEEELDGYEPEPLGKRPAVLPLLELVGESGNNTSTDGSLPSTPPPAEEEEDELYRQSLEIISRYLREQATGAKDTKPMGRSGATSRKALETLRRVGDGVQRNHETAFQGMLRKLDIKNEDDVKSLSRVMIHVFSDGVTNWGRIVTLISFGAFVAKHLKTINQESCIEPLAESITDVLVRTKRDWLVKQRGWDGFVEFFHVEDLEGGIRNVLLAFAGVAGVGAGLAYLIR
RGS4-Gao reg = modulates binding of RGS4 to human Galphao | P09471 | Multiplexed bead flow cytometry; actives lie on both sides | binding response (% of control), % at 10 µM | 0.33% of 220,000 active | AID 1415; in the data active = binding response below about 49% or above about 150%; inactive = in between;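 note: fluorescent Galphao activated with aluminum fluoride binding bead-coupled RGS4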
Bim-Bcl-2 = human Bim-Bcl-2 interaction inhibition; Bead-based flow cytometry, Bim peptide-Bcl-2 binding; inhibition, % at 10 µM; 0.06% of 190,000 active; in the data active = inhibition above about 40%; inconclusive = no clear call, values can overlap the other calls;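 note: 0% = no compound wells with probe peptide and 100% = reference peptide inhibitor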
Target sequence (P10415 whole entry, looked up): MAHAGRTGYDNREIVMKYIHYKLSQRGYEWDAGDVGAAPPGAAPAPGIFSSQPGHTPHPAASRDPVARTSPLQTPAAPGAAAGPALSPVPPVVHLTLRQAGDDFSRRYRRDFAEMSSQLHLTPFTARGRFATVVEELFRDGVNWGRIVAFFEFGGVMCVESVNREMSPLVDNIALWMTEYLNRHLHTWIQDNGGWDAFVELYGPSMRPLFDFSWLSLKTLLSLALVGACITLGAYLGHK
ABCG2 inh = inhibitors of human ABCG2 transporter, ABCB1 counter-screen; IgMXP3 cells, JC-1 efflux, flow cytometry; Q9UNQ0; inhibition, % at 6.6 µM; 0.1% of 190,000 active;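 active = inhibition above 80%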;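 note: 0% = DMSO and 100% = nicardipine control wells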
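Test system: ABCG2 IgMXP3 and barcoded ABCB1 CCRF-Adr cell mix; Schedule: cells with compound and JC-1, 10 min at 25 °C, rotating, no wash; Technique: flow cytometry of retained JC-1 fluorescence; Measure: % inhibition of efflux relative to nicardipine and DMSO; Controls: nicardipine high and DMSO low controls.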
* hit, by the source's call; u = inconclusive; x = no result given; [ ] = another dose, or the depositor's remark. Cut-off read from the data, not from the text of the source, unless noted: active = inhibition above about 40%.

SMILES | ABCB1 block | RGS8-Gao reg | Bim-Bcl-XL | Bfl-1 Bim block | Bcl-W Bim block | RGS7-Gao reg | Bim-Bcl-B | Mcl-1 Bim block | RGS4-Gao reg | Bim-Bcl-2 | ABCG2 inh
CCOC(=O)c1cnc(-c2ccccc2)nc1Oc1ccc(C)cc1 | 0.7 | 100 | -6 | -6 | 1 | 95 | -12 | -2 | 97 | -10 | 5
O=C(c1cc(-c2ccc(Cl)cc2Cl)on1)N1CCN(C(=O)c2ccco2)CC1 | 0.6 | 104 | -1 | -11 | 0 | 106 | 0 | 0 | 102 | -5 | 4
O=S(=O)(Nc1ccc(Cl)cn1)c1cccc(S(=O)(=O)c2ccccc2)c1 | 0.3 | 103 | 0 | -1 | 0 | 100 | 0 | 0 | 99 | 0 | 0
CN(C)C=NC(=O)c1cccn1-c1ncc(C(F)(F)F)cc1Cl | 0.3 | 103 | -2 | 1 | -1 | 107 | -3 | 0 | 104 | 0 | -1
COc1ccccc1CNC(=O)COc1ccc([N+](=O)[O-])cc1 | 0.5 | 100 | -4 | -6 | 0 | 101 | -2 | 0 | 101 | -2 | 20
CCOC(=O)/C(C#N)=C/Nc1cc(OC)ccc1OC | -1.3 | 106 | -6 | -1 | -4 | 107 | -5 | -2 | 103 | -6 | 21
O=C(c1cc(=O)[nH]c2ccccc12)N1CCN(S(=O)(=O)c2ccc3ccccc3c2)CC1 | -1.7 | 100 | -14 | -16 | -1 | 101 | -14 | -5 | 101 | -10 | -3
COc1ccc(OC)c(S(=O)(=O)N2CCC(C(=O)N3CCc4ccccc4C3)CC2)c1 | 0.5 | 99 | 0 | -8 | 0 | 99 | -3 | 1 | 100 | -8 | 2
O=C(Cc1ccccc1)N/N=C/c1ccc(OC(=O)/C=C\c2ccco2)cc1 | 0.8 | 102 | -3 | 2 | -3 | 104 | -3 | -1 | 101 | -5 | 6
COc1ccc(NC(=O)c2ccc(CN3CCN(c4ccccc4)CC3)cc2)cc1OC | 2.3 | 102 | -7 | -11 | 0 | 100 | -8 | -2 | 102 | -9 | 7
O=C(O)CCCCCn1c(SCc2cc(=O)n3ccccc3n2)nc2ccsc2c1=O | -0.7 | 104 | -3 | -2 | -3 | 102 | -6 | -5 | 102 | 0 | -1
O=C(CNC(=O)c1cccs1)NCCN1CCN(Cc2ccccc2)CC1 | 0.1 | 111 | -3 | -1 | -3 | 100 | -1 | -4 | 101 | 4 | -7
Cc1ccc(NC(=O)CN2CCCCCC2)cc1Br | -0.1 | 104 | -5 | -8 | -5 | 100 | -5 | -2 | 105 | -6 | 0
Cc1cc(NC(=O)CSc2nnc3c4c(C)c(C)sc4ncn23)no1 | 0.3 | 100 | -1 | -7 | 1 | 188*[activator] | -3 | 3 | 114 | -2 | 1
COc1ccc(NC(=O)CN2CCN(Cc3ccc4c(c3)OCO4)CC2)cc1OC | 0.3 | 103 | -3 | -8 | 1 | 103 | -5 | -1 | 101 | -4 | 1
Cc1ccc(S(=O)(=O)Nc2cc(C(F)(F)F)ccc2N2CCOCC2)cc1 | 0.1 | 107 | -1 | -2 | -1 | 104 | -3 | -5 | 105 | -6 | 1
Cc1cc(C(=O)Nc2nc3ccc(S(C)(=O)=O)cc3s2)c(C)o1 | -0.1 | 99 | -6 | -11 | -3 | 102 | -7 | -1 | 100 | -5 | 0
CCN(Cc1ccccc1)C(c1ccncc1)c1nnnn1C(C)(C)C (stereo not drawn) | 2.5 | 100 | -6 | -23 | -3 | 105 | -9 | -6 | 102 | -10 | 29
Cc1cc(C(=O)CSc2nc3ccccc3[nH]2)c(C)n1C | 0.5 | 97 | -3 | 0 | 1 | 97 | -4 | 0 | 99 | 0 | 6
CCn1c(SCC(=O)NC(=O)NCc2ccco2)nnc1-c1cccs1 | 1.4 | 103 | -1 | 1 | 2 | 98 | -3 | 0 | 98 | 0 | 10
O=C(CSc1nc2ccccc2n1S(=O)(=O)c1cccc([N+](=O)[O-])c1)NCCc1ccccc1 | 1.0 | 101 | 0 | 1 | -2 | 104 | 0 | -2 | 105 | 0 | 8
O=C(O)c1ccccc1S(=O)(=O)Cc1ccccc1 | 0.2 | 108 | -3 | -9 | 0 | 95 | -7 | 1 | 104 | -8 | 1
COc1cccc(NC(=S)N(CCCN2CCCC(C)C2)Cc2cccs2)c1 (stereo not drawn) | -0.1 | 103 | -1 | -1 | 3 | u | -9 | 1 | 104 | 0 | -2
CC(=O)c1cc(CN2C(=O)c3ccccc3C2=O)cs1 | 0.3 | 100 | -8 | -5 | -5 | 102 | -7 | -6 | 104 | 3 | 1
CSCCC(NS(=O)(=O)c1ccc(Cl)cc1)C(=O)OCC(=O)c1ccc(F)cc1 (stereo not drawn) | -0.2 | 104 | -6 | -3 | -4 | 100 | -7 | -4 | 102 | -4 | 1
Going on with the list.
SMILES | ABCB1 block | RGS8-Gao reg | Bim-Bcl-XL | Bfl-1 Bim block | Bcl-W Bim block | RGS7-Gao reg | Bim-Bcl-B | Mcl-1 Bim block | RGS4-Gao reg | Bim-Bcl-2 | ABCG2 inh
O=C1CC(N2CCC(O)(c3ccc(Cl)cc3)CC2)C(=O)N1 (stereo not drawn) | 1.1 | 99 | -1 | -2 | 1 | 98 | 0 | -4 | 103 | 0 | 4
CC(C)(C)c1ccc(-c2nnc(SCC(=O)NC3CCS(=O)(=O)C3)n2N)cc1 (stereo not drawn) | 0.7 | 106 | 2 | 1 | 1 | 107 | -14 | 0 | 108 | 6 | 1
Cc1cc(C)n(Cc2ccccc2Cl)n1 | 0.2 | 100 | -4 | -10 | 2 | 100 | -7 | -1 | 101 | -4 | 1
COc1ccc(S(=O)(=O)n2nc(OC(=O)c3ccco3)cc2N)cc1 | -0.1 | 95 | -2 | -1 | -5 | 98 | -1 | -4 | 94 | 1 | 0
CCOC(=O)c1c(-c2ccccc2)oc2ccc(O)c(CN3CCN(C)CC3)c12 | 1.1 | 106 | -4 | 0 | 1 | 105 | -1 | 0 | 102 | -1 | 8
COCCNC(=O)c1c(N)n(CCCn2ccnc2)c2nc3ccccc3nc12 | 0.0 | 100 | 1 | -1 | 1 | 102 | 5 | 0 | 102 | -1 | 0
CNC(=O)C(C)NS(=O)(=O)c1ccc(F)cc1 (stereo not drawn) | -0.3 | 103 | -8 | -12 | -3 | 100 | -10 | 0 | 100 | -11 | -1
CN(C)CCN(Cc1ccccc1)c1nccc(N(C)C)c1C#N | 0.4 | 107 | 2 | -12 | 2 | 107 | -8 | 1 | 105 | -9 | 2
COC(CNC(=O)c1c[nH]c2ccc(S(=O)(=O)N3CCC4(CC3)OCCO4)cc2c1=O)OC | 1.1 | 90 | -4 | 0 | -1 | 96 | -5 | -2 | 95 | -4 | 3
O=C(CCC(=O)c1cccs1)NCc1ccccc1 | 0.1 | 105 | -8 | -20 | -6 | 101 | -5 | -4 | 98 | -5 | 7
CCc1cccc(C)c1NC(=O)CO/N=C(\C)c1cc2ccccc2o1 | 2.0 | 98 | -5 | -3 | -5 | 102 | -6 | -6 | 95 | -2 | 32
O=S(=O)(Nc1nc2ccccc2nc1Cl)c1ccc(Cl)cc1 | 0.2 | 101 | -3 | 1 | 0 | 99 | -2 | 0 | 99 | 2 | 0
O=C(Nc1ccccc1-c1ccccc1)c1ccco1 | 0.2 | 100 | -10 | -12 | 3 | 99 | -3 | 1 | 100 | -4 | 2
COc1ccc(-c2nc(C#N)c(NCCN(C)C)o2)cc1 | 0.1 | 105 | -8 | -11 | -6 | 103 | -9 | -3 | 104 | -7 | 3
CC(=O)N1CCN(C(=O)c2cc(S(=O)(=O)Nc3ccc(S(C)(=O)=O)cc3)ccc2Cl)CC1 | 2.0 | 100 | 0 | -3 | -1 | 102 | -1 | 0 | 99 | -1 | 1
Cc1ccc(/C=N/NC(=O)c2c(-c3ccccc3)noc2C)o1 | 1.7 | 80 | -6 | 3 | 0 | 90 | -1 | 0 | 94 | 0 | 17
C/C(=N\NC(=O)C(N)=O)c1ccc(O)cc1O | -0.1 | 92 | 0 | 1 | -3 | u | 1 | -2 | 90 | -1 | 2
Cc1c(C(=O)NCCCN2CCOCC2)oc2c1C1(CCC2)SCCS1 | 0.7 | 102 | -5 | 0 | -1 | 99 | -2 | -1 | 100 | 0 | 4
CSc1oc(-c2ccccc2)nc1C(N)=O | -0.1 | 100 | -1 | -4 | -1 | 95 | -5 | -1 | 96 | -1 | 0
COc1ccc(OC)c(C2C3=C(CCCC3=O)NC3=C2C(=O)CCC3)c1 | 0.2 | 105 | 3 | -9 | -2 | 101 | -7 | 0 | 102 | -6 | 1
C/C(=N/NC(=O)c1ccccc1)C1=C(O)CC(C)(C)CC1=O | 0.6 | 104 | -2 | -9 | -1 | 99 | -3 | -4 | 103 | -6 | 2
CCOC(=O)C1C2C=CC3(CN(c4ccc(Cl)c(F)c4)C(=O)C13)O2 (stereo not drawn) | 0.3 | 99 | -9 | -9 | -9 | 103 | -10 | -3 | 100 | -5 | 1
O=C(O)c1cccc(NS(=O)(=O)c2ccc3nnn(O)c3c2)c1 | 0.1 | 97 | 0 | -9 | 0 | 90 | -5 | 1 | 87 | -4 | 1
Cc1c(-c2cc(C(=O)O)c3ccccc3n2)cnn1C | 0.0 | 101 | -5 | -2 | -3 | 98 | 0 | -2 | 101 | -3 | -1
COCCCNC(=O)c1ccc(CS(=O)(=O)Cc2cccc(C)c2)o1 | 0.1 | 115 | 0 | 5 | -4 | 106 | 5 | 0 | 107 | 4 | 1
Next part.
SMILES | ABCB1 block | RGS8-Gao reg | Bim-Bcl-XL | Bfl-1 Bim block | Bcl-W Bim block | RGS7-Gao reg | Bim-Bcl-B | Mcl-1 Bim block | RGS4-Gao reg | Bim-Bcl-2 | ABCG2 inh
CCC(C)n1c(C)nc2c(c1=O)c1nc3ccccc3nc1n2CCC1=CCCCC1 (stereo not drawn) | 1.7 | 102 | -1 | 2 | 0 | 100 | 2 | 0 | 97 | 3 | 7
CC(=O)Nc1cc(NC(=O)CCCC(=O)O)ccc1Cl | 0.4 | 102 | 3 | 16 | 0 | 99 | 4 | 1 | 104 | 6 | 7
CCCCn1nnnc1NCc1cc(OC)c(OC)c(OC)c1 | 0.2 | 106 | -4 | -6 | -1 | 106 | -5 | 2 | 105 | -1 | 1
CC(C)=C1SC(N2CCN(c3ccc(Cl)cc3)CC2)=NC1=O | 0.7 | 97 | -2 | -6 | -3 | 97 | -5 | -6 | 99 | -7 | 8
O=C1NC(Cc2c[nH]c3ccccc23)C(=O)N1c1ccc(F)cc1 (stereo not drawn) | 0.5 | 96 | 0 | -10 | 6 | 94 | -8 | 6 | 99 | -11 | 3
O=c1cc(N2CCOCC2)cnn1-c1ccccc1 | x | 102 | -7 | 0 | -2 | 99 | -5 | -2 | 102 | 0 | 3

Gathered by group, the compounds so far with a cyano group.
SMILES | ABCB1 block | RGS8-Gao reg | Bim-Bcl-XL | Bfl-1 Bim block | Bcl-W Bim block | RGS7-Gao reg | Bim-Bcl-B | Mcl-1 Bim block | RGS4-Gao reg | Bim-Bcl-2 | ABCG2 inh
CCOC(=O)/C(C#N)=C/Nc1cc(OC)ccc1OC | -1.3 | 106 | -6 | -1 | -4 | 107 | -5 | -2 | 103 | -6 | 21
CN(C)CCN(Cc1ccccc1)c1nccc(N(C)C)c1C#N | 0.4 | 107 | 2 | -12 | 2 | 107 | -8 | 1 | 105 | -9 | 2
COc1ccc(-c2nc(C#N)c(NCCN(C)C)o2)cc1 | 0.1 | 105 | -8 | -11 | -6 | 103 | -9 | -3 | 104 | -7 | 3
